Statin myotox sup: protects C2C12 myotubes from simvastatin toxicity. ATP luminescence, 48 h; scaled: DMSO 0, geranylgeraniol control 100. rescue of ATP level, % at 7.49 µM. 330,000 tested, 0.78% active. AID 602340;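 active = mean ATP rescue above about 67%, or every replicate alone reaching that limit, limit read from the data, passing the limit was not always enough; inconclusive = no clear call, values can overlap the other calls; inactive = mean under the limit and some replicate under it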;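 note: myotubes were challenged with 10 µM simvastatin during compound exposure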
E-selectin induc: induces E-selectin expression in human endothelial cells; P16581; HUVEC E-selectin immunofluorescence imaging; normalized: neutral wells 0, TNF-alpha wells 100; activation, % at 7.58 µM; 260,000 tested, 0.37% active; AID 686992;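 active = mean E-selectin-positive cell signal at least 10% of the positive control, reached in at least 60% of replicates, without over 20% cell loss; inconclusive = no rule given, readout overlaps actives, possibly toxicity-flagged; inactive = the rest, including those meeting only one limit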;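 note: in these data hits start at about 27%; measured in HUVEC primary endothelial cells; signal is the percent of cells scored E-selectin positive by PE staining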
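Assay system: HUVEC primary endothelial cells. Input: 3,000 HUVEC seeded per well. Doses: one compound dose added by pin transfer. Read-out basis: % PE-positive cells. Benchmarks: TNF-alpha high, DMSO low. Detection: immunofluorescence imaging. Buffer or medium: EGM-2, gelatin.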
PglD inh: inhibitors of Campylobacter jejuni PglD acetyltransferase; inhibition, % at 12.5 µM; 360,000 tested, 0.098% active; AID 602405; purified PglD enzyme, DTNB colorimetric CoA detection; in the data active = inhibition above about 16%, passing the limit was not always enough; inconclusive = no clear call, values can overlap the other calls; note: strong numbers were not always called active
ERp5 block: inhibitors of human ERp5; ERp5 insulin aggregation, absorbance 650 nm, 90 min; inhibition, % at 9.99 µM; 350,000 tested, 0.05% active; AID 651711;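 active = mean replicate inhibition above about 25%, with every replicate also reaching it, limit read from the data, passing the limit was not always enough; inconclusive = only one of those two criteria met; inactive = neither criterion met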
Target sequence (Q15084 whole entry, looked up): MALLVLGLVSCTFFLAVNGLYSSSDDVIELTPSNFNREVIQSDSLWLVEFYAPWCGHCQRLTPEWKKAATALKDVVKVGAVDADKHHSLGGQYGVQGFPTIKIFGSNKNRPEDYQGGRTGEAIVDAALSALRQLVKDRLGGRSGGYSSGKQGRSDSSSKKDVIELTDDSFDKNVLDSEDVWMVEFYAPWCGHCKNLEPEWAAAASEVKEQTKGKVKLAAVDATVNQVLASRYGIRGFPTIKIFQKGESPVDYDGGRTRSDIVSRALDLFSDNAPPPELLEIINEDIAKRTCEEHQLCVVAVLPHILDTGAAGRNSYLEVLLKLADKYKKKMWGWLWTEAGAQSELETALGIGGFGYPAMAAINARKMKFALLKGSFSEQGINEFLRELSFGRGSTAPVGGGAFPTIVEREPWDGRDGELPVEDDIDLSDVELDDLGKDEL
S100A4 MyoIIA: blocks human S100A4 binding to myosin IIA peptide; 360,000 tested, 0.14% active; S100A4/TAMRA-MyoIIA peptide fluorescence polarization; inhibition, % at 10.7 µM; AID 652163;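 active = mean inhibition of at least 70% across replicates, with every replicate also reaching that level; inconclusive = mean inhibition reaches 70% but some replicates fall short; inactive = mean inhibition below 70%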
Target sequence (P26447 whole entry, looked up): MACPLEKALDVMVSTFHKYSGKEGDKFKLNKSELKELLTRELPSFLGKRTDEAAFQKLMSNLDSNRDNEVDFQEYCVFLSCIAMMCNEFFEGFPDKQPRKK
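assay system = human S100A4 monomer with TAMRA-labelled myosin IIA peptide | also added = labelled myosin peptide probe, 5 nM | incubation = 5 min between mix addition and reading | control set = DMSO and TFP controls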
DENV2 CPE rescue: inhibitors of DENV2 cytopathic effect | DENV2-infected cells, cytopathic effect rescue, plate reader | 350,000 tested, 1.7% active | CPE inhibition, % at 9.99 µM; in the data active = CPE inhibition above about 20%, passing the limit was not always enough; inconclusive = no clear call, values can overlap the other calls; tested in BHK-21 cells;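 note: 0% = median of neutral control wells and 100% = median of positive control wells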
SIRT5 inh: blocks human SIRT5 desuccinylation of peptide; Purified SirT5, succinyl-peptide AMC, trypsin-coupled fluorescence; AID 652115; inhibition, % at 15 µM; Q9NXA8; 330,000 tested, 1.1% active; in the data active = inhibition above about 15%; inconclusive = no clear call, values can overlap the other calls
Target sequence (Q9NXA8 whole entry, looked up): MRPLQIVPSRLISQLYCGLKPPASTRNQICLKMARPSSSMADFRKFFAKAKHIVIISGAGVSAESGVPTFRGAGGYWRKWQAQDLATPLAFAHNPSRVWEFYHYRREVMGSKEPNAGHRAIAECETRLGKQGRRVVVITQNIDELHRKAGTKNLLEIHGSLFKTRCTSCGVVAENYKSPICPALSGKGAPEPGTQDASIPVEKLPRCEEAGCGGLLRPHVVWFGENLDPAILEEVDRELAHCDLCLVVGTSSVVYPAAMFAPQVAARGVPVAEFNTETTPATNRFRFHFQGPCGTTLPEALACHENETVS
Numbers without * were called inactive; ? = inconclusive; . = not tested or not shown. Not all compounds are listed, so the mix of outcomes need not match the whole.

SMILES	Statin myotox sup	E-selectin induc	PglD inh	ERp5 block	S100A4 MyoIIA	DENV2 CPE rescue	SIRT5 inh
CCCC(=O)Nc1ccc2c(c1)C(=O)N(C)C[C@@H](OC)[C@H](C)CN(Cc1cccc(F)c1)[C@@H](C)CO2	12	0.0	3	-9	1	2	6
CCCNC(=O)[C@@H]1[C@@H](CO)[C@@H]2Cn3c(ccc(-c4cccnc4)c3=O)[C@@H]2N1C(=O)c1ccccc1F	-3	0.1	-1	3	-26	3	-47
CN(C)CC(=O)N1[C@H](CO)[C@H](c2ccc(/C=C/c3ccccc3)cc2)[C@@H]1C#N	-8	-0.2	0	-7	-4	?	2
C[C@@H]1CN([C@H](C)CO)C(=O)c2cc(NC(=O)Nc3cccc4ccccc34)ccc2O[C@@H](C)CCCCO[C@@H]1CN(C)Cc1ccc(C(F)(F)F)cc1	.	-0.1	2	.	.	72*	.
COc1ccc(NC(=O)N(C)C[C@@H]2Oc3ccc(NS(=O)(=O)c4ccccc4)cc3CC(=O)N([C@H](C)CO)C[C@H]2C)cc1	-3	0.0	.	3	-11	4	0
COc1ccccc1NC(=O)CSc1ccc(-c2ccco2)nn1	-7	0.0	0	6	-1	-4	2
CO[C@H]1CN(C)C(=O)c2ccc(NC(=O)NC(C)C)cc2OC[C@@H](C)N(Cc2cocn2)C[C@H]1C	6	0.0	-1	.	.	.	.
S=c1[nH]nc(C2CCCCC2)n1/N=C/c1cccc(Br)c1	-6	0.0	4	-3	7	-2	2
C[C@H](O)C#Cc1cnc2c(c1)C(=O)N([C@H](C)CO)C[C@@H](C)[C@H](CN(C)C(=O)c1ccc(F)cc1)O2	14	0.3	1	5	1	-3	2
COc1cc(/C=C2\C(=O)ON=C2c2ccccc2)cc(Br)c1O	-5	.	-12	1	-9	8	0
C[C@@H]1CN([C@H](C)CO)C(=O)c2cc(NS(=O)(=O)c3ccc(Cl)cc3)ccc2O[C@@H]1CN(C)S(=O)(=O)c1ccccc1	-1	0.3	4	.	.	-7	.
O=C(Cc1ccc(O)cc1)N/N=C/c1cccnc1	-2	-0.5	0	1	-7	6	-4

A draw from above in order of length of the SMILES, smallest number first:
SMILES	Statin myotox sup	E-selectin induc	PglD inh	ERp5 block	S100A4 MyoIIA	DENV2 CPE rescue	SIRT5 inh
CN(C)CC(=O)N1[C@H](CO)[C@H](c2ccc(/C=C/c3ccccc3)cc2)[C@@H]1C#N	-8	-0.2	0	-7	-4	?	2
COc1ccc(NC(=O)N(C)C[C@@H]2Oc3ccc(NS(=O)(=O)c4ccccc4)cc3CC(=O)N([C@H](C)CO)C[C@H]2C)cc1	-3	0.0	.	3	-11	4	0
C[C@@H]1CN([C@H](C)CO)C(=O)c2cc(NS(=O)(=O)c3ccc(Cl)cc3)ccc2O[C@@H]1CN(C)S(=O)(=O)c1ccccc1	-1	0.3	4	.	.	-7	.

Later entries
SMILES	Statin myotox sup	E-selectin induc	PglD inh	ERp5 block	S100A4 MyoIIA	DENV2 CPE rescue	SIRT5 inh
Cc1nn(Cc2ccccc2)c(C)c1C(=O)NCCCN1CCCC1=O	30	-1.1	2	.	-2	.	0
O=C(C1CC1)N1CC[C@@H]2[C@H]1c1cc(Br)ccc1N[C@@H]2CO	8	0.1	-3	-1	.	36*	.
CN(C[C@H]1[C@H](c2ccccc2)[C@@H](CO)N1C(=O)c1ccccc1)C(=O)C1CCC1	15	-0.3	0	-2	9	-11	0
COc1ccc(OC)c(S(=O)(=O)NC(C)CCc2ccccc2)c1 (centres undefined)	9	0.1	3	1	2	-4	-2
CC(=O)N(C)C[C@@H]1Oc2cc(/C=C/c3ccccc3)ccc2S(=O)(=O)N([C@H](C)CO)C[C@H]1C	0	0.3	14	1	1	29	5
Cc1ccc(C)c(Nc2c([N+](=O)[O-])c(=O)oc3ccccc23)c1	.	.	4	3	-3	-7	-7
N#Cc1ccccc1NC(=O)CN1CCN(Cc2ccccc2)CC1	-13	.	12	-1	3	1	-2
CC(=O)c1ccc(NC(=S)NCc2ccc(Cl)cc2Cl)cc1	-44	1.3	.	9	1	.	.
COc1ccc(CCC(=O)OCC(=O)N(C)c2c(N)n(Cc3ccccc3)c(=O)[nH]c2=O)cc1	-1	3.3	10	-12	1	6	-4
CC(=O)Nc1ccc(S(=O)(=O)N2CCN(CCc3ccccc3)CC2)cc1	-1	0.1	1	-1	-3	?	0
CCS(=O)(=O)Nc1ccc2c(c1)C(=O)N(C)C[C@H](OC)[C@@H](C)CN(C)[C@H](C)CO2	1	0.2	2	-5	-12	-10	-4
ON=C1CCN(c2ncc(C(F)(F)F)cc2Cl)CC1	6	0.2	-1	.	.	.	.
CCCC#Cc1cnc2c(c1)C(=O)N([C@H](C)CO)C[C@H](C)[C@@H](CN(C)S(=O)(=O)c1cn(C)cn1)O2	21	0.1	-2	-8	13	-2	0
Cc1ccc(NC(=O)CCN2C(=O)OC(C)(C)C2(C)O)cc1 (centres undefined)	.	.	.	-7	-7	4	-4
O=C(Nc1cccc(Cl)c1)ON1CCCCC1	5	0.2	-1	-9	7	-4	.
Cc1onc(NC(=O)NC(=O)c2c(F)cccc2Cl)c1Br	4	0.0	-2	-1	-17	-4	-4
O=C(C1CCOCC1)N1CC(=O)N2[C@H](CO)[C@H](c3ccc(C#CC4CCCC4)cc3)[C@H]2C1	.	0.7	.	4	-18	0	-5
N#C/C(=C\c1ccc(-c2nc3ccccc3s2)o1)C(N)=O	.	.	.	7	-6	-5	-2
C=CCNc1nc(NCCNC(C)=O)c2sc(-c3ccccc3)cc2n1	-15	0.0	6	2	-1	9	1
CC1CCc2nn(CC(=O)NC3CCCC3)cc2C1 (centres undefined)	18	-0.2	-2	-5	-1	-6	.
C[C@@H]1CN([C@@H](C)CO)C(=O)c2cc(NC(=O)CCCN(C)C)ccc2O[C@@H]1CN(C)Cc1ccc(C(=O)O)cc1	-16	-4.3	-10	18	-1	17	-1
CC(=O)Nc1sc(C)c(C)c1C(=O)OCCOc1ccccc1	2	0.5	4	-1	-4	-7	-2
C[C@@H]1CN([C@H](C)CO)C(=O)Cc2cc(N(C)C)ccc2O[C@H]1CN(C)Cc1ccncc1	-28	-0.1	2	-1	-1	3	3
C[C@H](CO)N1C[C@H](C)[C@H](CN(C)Cc2ccc(-c3ccccc3)cc2)Oc2ccc(NC(=O)Nc3cccc4ccccc34)cc2C1=O	-68	5.0	0	2	-3	25*	2
COCCNC(=S)N(C)[C@H]1C[C@H]2c3cc(N4CCN(C)CC4)ccc3CCN2C(=O)[C@H]1[C@H](C)O	11	-0.1	-1	2	1	-1	9
COc1ccc(NC(=O)C/C(C)=N/NC(=O)C2CCCCC2)c([N+](=O)[O-])c1	-32	.	-2	6	-15	-2	-2
Cc1ccc(S(=O)(=O)N[C@@H]2CC[C@H](CCn3cc(-c4cccc(F)c4)nn3)O[C@@H]2CO)cc1	8	-0.2	5	0	5	1	-2
C[C@H](O)[C@@H]1C(=O)N2CCc3ccc(N4CCOCC4)cc3[C@@H]2C[C@@H]1N(C)C(=O)C(C)(C)C	-1	.	4	4	-3	-7	-3
CC1CCCCN1C(=O)CCn1c(=S)oc2ccccc21 (centres undefined)	.	1.9	.	1	-9	.	8
Cc1nnc(SCC2=C(C(=O)O)N3C(=O)C(NC(=O)Cc4ccccc4)C3SC2)s1 (centres undefined)	0	-0.1	-9	3	-1	6	4
Cc1ccc2nc(-c3ccc(NC(=O)CN4C(=O)NC(C)(c5ccc(OC(F)F)cc5)C4=O)cc3)sc2c1 (centres undefined)	.	9.1	.	-2	-2	7	0
CC1(C)Cc2ccccc2-c2nc(-c3ccccc3)oc(=O)c21	20	.	-4	.	4	.	.
C=CCn1c(SCC(=O)NNC(=O)Nc2cccc(Cl)c2)nnc1-c1ccccc1	-4	0.3	-2	5	-2	-7	.
O=C(c1ccccn1)N1CC[C@H]2[C@H](CO)Nc3ccc(-c4ccccc4)cc3[C@H]21	1	-0.3	2	-3	0	-7	12
O=C(N/N=C/c1ccncc1)c1cc2ccccc2o1	.	0.1	.	3	-13	-4	5
COc1ccccc1CNc1cc(C)ccc1C	2	.	-4	5	-39	.	2
CCC(C)(C)NC(=O)Cc1ccc(F)cc1	.	.	.	6	-1	1	-2
O=C(NCC1CC1)[C@@H]1[C@@H](CO)[C@@H]2Cn3c(ccc(C4=CCCCC4)c3=O)[C@@H]2N1Cc1ccccc1F	13	-0.2	-3	-3	2	4	1
NC(=O)CC(NC(=O)Cc1cccc2ccccc12)c1ccc(N2CCC(N3CCCC3)CC2)c([N+](=O)[O-])c1 (centres undefined)	5	0.0	3	1	-31	17	.
C[C@@H]1CN([C@@H](C)CO)C(=O)c2cccc(NS(=O)(=O)c3ccc(Cl)cc3)c2O[C@@H]1CN(C)C(=O)Nc1ccccc1	31	-0.1	1	0	-7	4	2
O=C(CSc1n[nH]c(=O)[nH]c1=O)c1ccc(Cl)cc1Cl	.	0.0	.	-4	-2	-1	3
S=C(NCCN1CCOCC1)N/N=C/c1cccs1	3	.	.	4	-4	11	6
CSc1ccc(CCNC(=O)CCc2nnc3ccc(N4CCCCC4)nn23)cc1	-2	0.1	-4	0	-11	-1	-2
COC(=O)CCC(=O)NC(=S)Nc1ccccc1F	-18	-0.7	4	2	-4	5	-5
C/C=C/c1ccc([C@@H]2[C@H](CO)N(Cc3ccccn3)[C@H]2CNC(C)=O)cc1	-7	0.3	1	5	-10	-13	-1
COc1ccc(CNC(=O)[C@H](CCSC)NC(=O)N2CCn3c2nc2ccccc23)cc1	-15	.	-6	-1	2	4	0
O=C(CCc1nc2ccccc2c(=O)[nH]1)Nc1nnc(SCc2ccc(Cl)cc2)s1	2	1.4	.	-1	4	6	2
CC(=O)N(Cc1ccc(F)cc1)c1cccc(C)c1C	.	-0.1	.	-2	3	0	4
COc1ccc(O)c(/C=N/N2CCCCC2)c1	-26	0.0	-7	-3	-3	-1	-3
CNC[C@H]1Oc2ncc(-c3ccccc3F)cc2C(=O)N([C@H](C)CO)C[C@H]1C	12	0.0	-4	-2	-14	.	1
Cc1ccc(-c2nc3ncccn3c2N)cc1	.	-5.1	.	4	-10	7	1
OC[C@@H]1[C@H](c2ccccc2)C2(CN(Cc3nccs3)C2)N1CC1CCOCC1	.	0.1	.	2	-55	5	-1
C[C@@H]1CN([C@H](C)CO)C(=O)c2cccc(NC(=O)C3CC3)c2O[C@H]1CN(C)C(=O)NC1CCCCC1	-4	-0.2	5	-3	29	-5	3
C=CC[C@H](CC(=O)OC(C)(C)C)C(=O)OC[C@@H]1CCCN1C(=O)[C@@H](CC=C)CC(=O)N[C@H](CO)Cc1ccccc1	4	-0.1	-2	4	-2	-11	.
COC(=O)[C@]1(CC(C)C)N[C@H](c2ccc(-c3ccc4c(c3)OCO4)cc2)[C@@H]2C(=O)N(C)C(=O)[C@@H]21	-3	0.5	-4	4	2	-3	-2
c1ccc(-c2cc3nc(NCc4cccs4)ccn3n2)cc1	0	0.5	4	6	-3	-6	8
CO[C@H]1CN(C)C(=O)c2cc(NC(=O)NC3CCCCC3)ccc2OC[C@@H](C)N(CC2CCOCC2)C[C@@H]1C	-2	0.0	3	3	7	7	.
COc1ccccc1C1/C(=C(/O)c2cnn(-c3ccccc3)c2C)C(=O)C(=O)N1CCN(C)C (centres undefined)	1	4.1	.	-2	-8	7	-2
CC1CCN(C(=O)c2ccc3c(=O)n4c(nc3c2)CCCCC4)CC1	-2	.	-4	-7	1	1	1
COc1cc(/C=N/Nc2ccccn2)ccc1OCC(C)C	-11	0.5	2	0	-5	0	1
COCCn1c(C)cc(C(=O)COC(=O)c2c(C)nn(Cc3ccccc3)c2C)c1C	0	-1.0	1	.	.	.	.
COc1ccccc1NC(=O)c1ccc(NC(=O)COC(=O)c2cccnc2Cl)cc1	.	0.3	.	6	1	10	-4
O=C(CSc1nnc(-c2ccccc2F)o1)NC(=O)Cc1ccccc1	3	0.0	9	1	-1	13	4

Source: PubChem (Broad Institute)
